Compound activity: PubChem BioAssay, Broad Institute
PAX8 inh HTS: inhibitors of PAX8 transcriptional activity in RMG-I cells. 1.2% of 360,000 active. inhibition, % at 12.6 µM. RMG-I TPO-luciferase reporter, SteadyGlo, 24 h;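 active = mean replicate inhibition at least 60% with every replicate also reaching 60%; inconclusive = only one of the two criteria is met; inactive = mean below 60% and not all replicates reaching 60%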;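 also: luciferase light reporting Pax8 driven TPO promoter activity; plate controls were median of neutral control wells for no effect and mitoxantrone controls for full effect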
CFTR F508del cor: CFTR F508del correction in bronchial cells | CFBE cells, YFP halide quenching; stimulated with forskolin plus potentiator P3; % fluorescence drop versus neutral controls | 0.36% of 350,000 active | activity (quench increase), % at 7.58 µM;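 active = mean added fluorescence quench of at least 8% versus neutral control, with both replicates also reaching 8%; inconclusive = only one of the mean or replicate conditions met; inactive = mean below 8% and not both replicates reaching 8%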;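 also: cells transiently co-express mutant CFTR-F508del with the halide-sensitive YFP; corrector assay measuring rescue of mutant channel to the surface after 24 h compound exposure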
EWS-Fli block: inhibitors of EWS/Fli oncoprotein transcriptional activity | A673 NR0B1-luciferase reporter, viability-normalised | inhibition, % at 12.6 µM | AID 651661 | 0.67% of 350,000 active;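 active = mean inhibition of at least 50% after viability correction, with every replicate also passing that limit; inconclusive = mean reaches 50% but only one of two replicates passes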;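 also: firefly luciferase signal divided by Alamar Blue viability fluorescence both relative to DMSO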
FN deposit inh: fibronectin deposition inhibition | 0.086% of 350,000 active | AH1F fibroblasts, Alexa488-fibronectin deposition fluorescence, overnight | inhibition, % at 12.6 µM;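 active = mean inhibition across replicates of 30% or more, regardless of how many single replicates reach that level; inconclusive = mean under 30% yet at least half of replicates reach 30%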;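 also: positive control wells lacked labelled fibronectin entirely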
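Schedule: 1 h cell adhesion before compound, then overnight fibronectin incubation; test system: AH1F fibroblast monolayer depositing Alexa488-labelled fibronectin into matrix; quantity: 10000 AH1F cells per well; probe or stimulus: fluorescent fibronectin at 24 nM final; signal: fluorescence, ex 485 nm, em 525 nm; evaluation: percent inhibition as loss of matrix-bound fibronectin fluorescence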
GSIS activator: GLuc luminescence reporter in INS-1E cells, primary screen for activators of glucose-dependent secretion of insulin. INS-1E GLuc reporter insulin secretion, 2-3 h. 0.61% of 370,000 active. activation, % at 16.6 µM;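 active = lowest replicate activation of at least 40%, so every replicate reaches that level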;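 also: 0% = median of neutral control wells and 100% = median of IBMX positive control wells; some compounds called inactive have numbers as strong as hits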
miR122 inh: miR-122 inhibition in Huh7 cells | Huh7 miR-122 Renilla luciferase sensor, 48 h; neutral wells = 0, positive control = 100 | activation (reporter increase), % at 12.5 µM | 0.3% of 340,000 active;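 active = mean replicate activation score at least 90 and every replicate individually at or above 90; inconclusive = only one of the two criteria met; inactive = neither criterion met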;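 also: higher luciferase means less miR-122 activity so hits act as miR-122 inhibitors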
DENV2 CPE rescue: DENV2-induced cell death inhibition | 1.7% of 350,000 active | CPE inhibition, % at 9.99 µM | AID 651640 | DENV2-infected cells, cytopathic effect rescue, plate reader; in the data active = CPE inhibition above about 20%, passing the limit was not always enough; inconclusive = no clear call, values can overlap the other calls; tested in BHK-21 cells;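 also: 0% = median of neutral control wells and 100% = median of positive control wells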
Active calls of the source: *; ? = inconclusive; · = no result given; [ ] = dose if it differs, or a comment. This is a random part of the collection (roughly 3.9% active in at least one column).

SMILES	PAX8 inh HTS	CFTR F508del cor	EWS-Fli block	FN deposit inh	GSIS activator	miR122 inh	DENV2 CPE rescue
Cc1ccccc1NC(=O)c1ccc2c(c1)N(C)CCS2	-115	-1.2	-88	2	9	·	7
COc1cccc(CN(C)C[C@@H]2OCc3cnnn3CCCC(=O)N([C@H](C)CO)C[C@@H]2C)c1	·	1.1	6	1	-6	-2[16.7 µM]	·
CCCCc1c(-c2ccc(F)cc2F)ncn1CCc1ccccc1OC	1	0.6	22	8	120*	·	0
COc1cccc(C(=O)NC(=S)Nc2ccc(N(C)C)cc2)c1	-155	·	-25	-3	5	-5	-3
CCc1cccc(OCC(=O)Nc2ccc(S(=O)(=O)Nc3onc(C)c3C)cc2)c1	-4	-1.9	-1	4	3	-6	-3
C[C@H]1CN([C@@H](C)CO)C(=O)Cc2cc(NS(=O)(=O)c3cccs3)ccc2O[C@H]1CN(C)Cc1ccc(C(F)(F)F)cc1	-10	-0.7	-8	·	7	0[16.7 µM]	0
NS(=O)(=O)c1ccc(CCNC(=O)CSCC(=O)Nc2ccc(Cl)cc2)cc1	2	-0.2	7	-28	10	·	-4
COCC#Cc1cnc2c(c1)C(=O)N([C@@H](C)CO)C[C@@H](C)[C@H](CN(C)C(=O)Nc1cc(F)ccc1F)O2	-17	1.3	1	-12	0	-13[16.7 µM]	5
O=C(NN=C1CCCC1)c1[nH]c2ccc(Br)cc2c1-c1ccccc1	0	1.9	16	12	16	·	-6
C[C@@H]1CN([C@@H](C)CO)C(=O)Cc2cc(NS(=O)(=O)c3ccc(Cl)cc3)ccc2O[C@@H]1CN(C)S(=O)(=O)c1ccccc1	16	1.0	5	·	-29	5[16.7 µM]	-4
CCc1ccc(NC2=CC(=O)CC(c3ccco3)C2)cc1 (stereo not drawn)	-14	·	·	1	·	-2	·
NCC[C@@H]1CC[C@H](NS(=O)(=O)Cc2ccccc2)[C@@H](CO)O1	11	0.9	-9	5	15	-4[16.7 µM]	-1
COc1ccc(-n2nc([N+](=O)[O-])c(=NCCC3=CCCCC3)n2O)cc1	-42	1.5	-17	6	-8	-3	5
CC(=O)N1CC[C@@H]2[C@@H](CO)Nc3ccc(C#Cc4ccccc4F)cc3[C@@H]21	10	-1.5	-2	6	3	19[16.7 µM]	20
CCCCNC(=O)C1(C)CCN1C(=O)c1cccc2c1OCCO2 (stereo not drawn)	-6	0.2	9	-13	-3	2	-2
COc1ccc(S(=O)(=O)N(C)C[C@H]2OCCCC[C@H](C)Oc3ccc(NC(=O)Nc4ccc(C(F)(F)F)cc4)cc3C(=O)N([C@H](C)CO)C[C@H]2C)cc1	-29	-1.9	0	1	22	3[16.7 µM]	4
C=CCC[C@@H](Cc1ccc(F)cc1)C(=O)OC[C@H](Cc1c[nH]c2ccccc12)NC(=O)[C@@H](CC=C)CC(=O)N[C@@H](CO)Cc1ccccc1	56	-0.6	4	3	-8	-5	3
COc1ccc(CN(C)C[C@@H]2Oc3ccc(NS(C)(=O)=O)cc3C(=O)N([C@H](C)CO)C[C@@H]2C)cc1	4	-1.3	-4	·	-10	2[16.7 µM]	-10
COc1ccc(NC(=O)CNC(=O)C2CCCCC2)cc1	-16	0.5	·	·	2	9	-7
CCCn1c(N)c(C(=O)CSc2nnc(-c3c[nH]c4ccccc34)n2C2CC2)c(=O)[nH]c1=O	29	-1.5	9	·	9	-8	-6
N#Cc1ccccc1/C=N/Nc1nc(-c2ccccc2)c2cc(Br)ccc2n1	0	·	·	-15	·	2	·
Cc1ccccc1OCc1nnc(SCC(=O)Nc2ccc(N3CCOCC3)cc2)n1C	17	2.2	-18	21	-12	·	-6
O=C1CCCC(O)=C1N=Nc1c(Cl)cc(C(F)(F)F)cc1Cl	5	-0.2	2	-2	-17	4	-2
Cc1cc(NC(=O)CS(=O)c2cn(Cc3cccc(Cl)c3)c3ccccc23)no1 (stereo not drawn)	40	1.4	25	4	-9	5	-14
COCCNC(=O)c1ccccc1NC(=O)c1ccccc1SC	-18	1.6	-3	-9	7	·	?
SMILES	PAX8 inh HTS	CFTR F508del cor	EWS-Fli block	FN deposit inh	GSIS activator	miR122 inh	DENV2 CPE rescue
N#Cc1cn(-c2cccc(C(F)(F)F)c2)c(=O)[nH]c1=O	-16	0.3	-38	1	-33	4	5
Cc1ccc(C)c(CSc2nnc(-c3cccs3)n2Cc2ccco2)c1	12	·	·	-3	·	5	·
O=C(Nc1cccnc1Cl)c1cc2ccccc2o1	-134	-1.1	-58	3	22	·	2
O=C(/C=C/c1ccco1)NC(=S)Nc1ccccc1Br	-57	-1.6	-1	-4	-13	-1	-7
COc1cc(C(=O)CCN2CCC(c3ccccc3)C2)cc(OC)c1OC (stereo not drawn)	36	0.9	8	-3	78	0	15
Cc1ccc([N+](=O)[O-])cc1NC(=O)Nc1cccc(F)c1	31	-0.7	-3	-5	-1	·	-3
CCCNC(=O)N1CC(=O)N2[C@H](CO)[C@@H](c3ccc(C#Cc4cccc(F)c4)cc3)[C@@H]2C1	4	-3.2	-9	·	-20	·	9
C[C@@H]1CN([C@@H](C)CO)C(=O)c2cc(-c3cccnc3)cnc2O[C@H]1CN(C)C(=O)C1CCCCC1	·	-0.6	-6	·	13	5[16.7 µM]	·
CCN1CCN(c2ncc(C(=O)Nc3cc(Cl)c(OC)cc3OC)c3ccccc23)CC1	-24	·	·	0	9	·	·
O=C(N[C@H]1CC[C@@H](CCNC(=O)C2CC2)O[C@H]1CO)c1ccccn1	·	0.2	-6	0	-8	·	-1
CC(C)(C)Nc1nc2ccc([N+](=O)[O-])cc2o1	-39	0.9	-33	-8	·	·	-4
CCN(CC)Cc1c(O)ccc2cc(-c3nc4ccccc4n3C)c(=O)oc12	-22	-3.0	-28	5	-3	-3	14
Cc1cccc(N(C(=O)Cn2nnc(-c3ccc(C)o3)n2)C(C(=O)NC2CCCC2)c2ccncc2)c1 (stereo not drawn)	11	0.6	-1	-2	4	·	-1
CC(C)(C)S(=O)(=O)c1cnc(-c2ccccn2)nc1N	-2	-1.7	-9	11	12	·	?
COc1ccccc1N(CCC#N)C(=O)CSc1nnc2ccccn12	-11	-0.6	4	-4	2	-4	10
O=C(C[C@@H]1CC[C@@H]2[C@H](COC[C@H](O)CN2Cc2cccc(C(F)(F)F)c2)O1)NCc1ccc(F)cc1	20	3.6	-3	-1	2	-13[16.7 µM]	-1
O=C(C[C@@H]1C[C@H]2c3cc(NC(=O)Cc4ccncc4)ccc3O[C@H]2[C@H](CO)O1)NCc1ccc2c(c1)OCO2	0	0.9	3	·	11	-5[16.7 µM]	8
CCCC(=O)N1CCC2(CC1)CN(C(C)=O)[C@@H](CO)c1c2c2ccc(OC)cc2n1C	·	-1.4	-2	9	12	·	-2
CCOC(=O)c1nc(C)nc(Sc2n[nH]c(-c3cc(C(F)(F)F)cc(C(F)(F)F)c3)n2)c1C	23	0.9	13	-3	·	·	-5
O=C(NCc1ccccc1)OCCN1CCN(Cc2ccccc2)CCC1=O	-6	0.3	-7	8	-12	0	-8
CCCCN(C)CCn1c(=S)[nH]c2cc(OCC)c(OCC)cc2c1=O	11	0.5	-4	0	20	-6	5
O=C(CNC(=O)c1ccc(Br)o1)Nc1ccccc1	-23	-2.1	1	1	4	-7	-4
CNC(=O)CCCc1nc(-c2ccccc2Cl)no1	·	·	·	-2	-14	0	·
O=C(C1COc2ccccc2O1)N1CCCCC1 (stereo not drawn)	-19	4.8	-3	-6	·	·	-4
COC(=O)c1cccc(N2C(=O)c3ccccc3S2(=O)=O)c1	-8	·	·	2	·	2	·
SMILES	PAX8 inh HTS	CFTR F508del cor	EWS-Fli block	FN deposit inh	GSIS activator	miR122 inh	DENV2 CPE rescue
C[C@@H]1CN([C@H](C)CO)C(=O)c2cc(NC(=O)Nc3ccc(C(F)(F)F)cc3)ccc2O[C@@H](C)CCCCO[C@H]1CN(C)S(=O)(=O)c1ccc(F)cc1	78*	3.8	-6	1	34	-6[16.7 µM]	-3
COc1ccc(CN(C)C[C@H]2Oc3ccc(NC(=O)Cn4cnnn4)cc3C(=O)N([C@@H](C)CO)C[C@@H]2C)cc1	-11	0.6	·	·	12	0[16.7 µM]	?
C=CCn1cc(C(=O)NCCCOC)c(=O)c2cc(S(=O)(=O)N3CCC(C)CC3)ccc21	-4	0.2	9	-9	-12	-3	1
Cc1ccccc1NC(=S)c1nc2ccccc2[nH]1	-12	·	-20	-2	·	6	-1
Cc1ccc(C)c(S(=O)(=O)N/N=C/c2ccc(F)cc2)c1	11	1.5	8	·	-36	·	-6
COCC(=O)Nc1ccc2c(c1)OC[C@@H](C)N(C(=O)c1ccccn1)C[C@@H](C)[C@H](OC)CN(C)C2=O	-6	3.3	1	-5	8	-2[16.7 µM]	·
CNC[C@H]1Oc2c(NC(=O)c3cnccn3)cccc2C(=O)N([C@@H](C)CO)C[C@@H]1C	1	0.7	-3	1	9	12[16.7 µM]	6
C/C=C/c1ccc2c(c1)O[C@H](CN(C)S(=O)(=O)c1ccc(F)cc1)[C@H](C)CN([C@@H](C)CO)S2(=O)=O	2	0.9	14	·	-28	11[16.7 µM]	18
N=c1c(S(=O)(=O)c2ccc(Cl)cc2)cc2c(=O)n3ccccc3nc2n1CCc1ccccc1	·	-1.3	·	-1	35	-1	-3
CCOC(=O)c1c(NC(=O)CCS(=O)(=O)c2ccccc2)sc2c1CCN(C)C2	9	-0.7	·	·	31	-2	5
CC[C@@]1(c2ccccc2C)C(=O)N(C(=O)OC)N1C(=O)OC	0	-2.6	4	1	4	-6	7
c1ccc(OCc2nn3c(C4CCCCC4)nnc3s2)cc1	·	·	·	-2	-1	3	·
C[C@@H]1CN([C@H](C)CO)C(=O)c2cc(-c3cccc(C#N)c3)cnc2O[C@@H]1CN(C)C(=O)C1CCCCC1	10	-1.1	-25	·	14	0[16.7 µM]	5
COc1ccccc1CNC(=O)C[C@H]1C[C@H]2c3cc(NC(=O)NC4CCCC4)ccc3O[C@H]2[C@H](CO)O1	10	-1.8	-1	8	0	-1[16.7 µM]	8
N#Cc1cn(N2CCCCC2)c(=O)[nH]c1=O	-17	3.0	8	-2	4	·	-1
O=C([C@@H]1[C@@H](CO)[C@@H]2Cn3c(ccc(C4=CCCC4)c3=O)[C@H]1N2C(=O)c1ccncc1)N1CCCCC1	1	-0.6	1	·	1	6[16.7 µM]	3
O=C(N[C@H]1CC[C@@H](CC(=O)N2CCN(c3ccccc3)CC2)O[C@H]1CO)c1ccncc1	-10	-0.1	4	19	13	·	5
COC(=O)c1ccc(CNC(=O)Cn2cnc(C(=O)Nc3ccc(C)c(C)c3)n2)cc1	-27	-2.8	5	10	13	1	-2
OC[C@H]1Nc2ccc(-c3ccc(F)cc3)cc2[C@H]2[C@@H]1CCN2Cc1ccc(F)cc1	-8	-3.0	-7	·	·	12[16.7 µM]	-27
NC(=S)N=Nc1c(O)[nH]c2c(Cl)cc(Cl)cc12	-4	0.2	0	-2	-2	·	6
Cc1ccsc1/C=N/NC(=O)C1CC(=O)N(c2ccc(F)cc2)C1 (stereo not drawn)	-10	-2.3	-10	1	-19	·	6
COC(=O)C(C)Sc1nnc(Cc2cc(=O)[nH]c(=O)[nH]2)n1-c1ccc(OC)cc1 (stereo not drawn)	0	-0.1	0	-10	3	4	-2
NC(=O)c1ccsc1NC(=O)COC(=O)COc1ccccc1F	-103	·	-1	3	-3	·	5
O=C(C1CCCCC1)N1CCC(c2nc3c(nnn3Cc3ccccc3Cl)c(=O)[nH]2)CC1	13	1.9	0	-2	-13	0	5
C[C@H]1CN([C@@H](C)CO)C(=O)c2cc(NC(=O)Nc3cccc4ccccc34)ccc2O[C@H]1CN(C)Cc1ccc(C(=O)Nc2ccccc2N)cc1	·	-0.4	23	·	2	8[16.7 µM]	-9
